# MEKK2 mut-MEK5: MEK5 binding signal on mutant MEKK2 PB1, primary screen, biochemical, multiplex bead flow cytometry, Alexa488-MEK5; Alexa488-MEK5 binding to MEKK2 mutant; percent response, % at 10 µM; hit rate 0.35% among 290,000; in the data active means percent response above about 24%, passing the limit was not always enough; further: inactives centre near 1; some results filed as inactive read as strong as hits; reference of the scale not given here
# MEKK2 WT-MEK5: modulators of MEK5 binding to wildtype MEKK2, primary screen, biochemical, multiplex bead flow cytometry, Alexa488-MEK5 | hit rate 1.1% among 290,000 | binding response (% of control), % at 10 µM | Mitogen-activated protein kinase kinase kinase 2 (Homo sapiens), Q9Y2U5 | Alexa488-MEK5 binding to MEKK2 WT; actives lie on both sides; in the data active means binding response below about 67% or above about 130%
# MEKK3 PB1 HTS: modulators of MEKK3-MEK5 PB1 binding, primary screen, biochemical, wildtype MEKK3, multiplex bead flow cytometry, Alexa488-MEK5 | Mitogen-activated protein kinase kinase kinase 3 (Homo sapiens), Q99759 | bead-based flow cytometry, Alexa488-MEK5 binding to MEKK3; actives lie on both sides; 0 = blocked by unlabeled MEK5, 100 = vehicle | binding response (% of control), % at 10 µM | hit rate 1.4% among 290,000 | AID 1529, 2009;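 active means binding response more than 3 SD above or below the average of its plate-row segment, actives on both sides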;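 further: Alexa488 bead fluorescence after subtracting the streptavidin-only scavenger bead signal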
# FID counter: compounds displacing fluorescent DNA intercalator, primary screen, artefact control for HCV NS3 helicase inhibitor project, biochemical, FID fluorescence | DNA fluorescent intercalator displacement | hit rate 0.17% among 290,000 | AID 1845, 2009 | inhibition, % at 7.9 µM; in the data active means inhibition above about 37%;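 further: 0% = vehicle and 100% = reference compound; higher means more ethidium bromide displaced from hairpin DNA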
# PfM18AAP inh: PfM18AAP inhibitors, malaria aminopeptidase, primary screen, biochemical, QFRET, recombinant enzyme; AID 1822, 2009; hit rate 1.2% among 290,000; H-Glu-NHMec fluorogenic cleavage; inhibition, % at 7.35 µM; M18 aspartyl aminopeptidase (Plasmodium falciparum 3D7);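 active means inhibition above the campaign mean inhibition over all tested compounds plus 3 SD, cut at about 28% in these data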;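 further: 0% = plate median of test compound wells and 100% = 2 mM ZnCl2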
# OXTR ag: human OXTR agonists, primary screen, fluorescence, CHO-OTR cells, Fluo-8 calcium | Fluo-8 calcium fluorescence; normalized: DMSO 0%, oxytocin 100% | activation, % at 3 µM | hit rate 0.32% among 320,000 | AID 2435, 2010;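 active means activation above the mean of all tested compounds plus 3 SD, cutoff set per screening run, cut at about 20% in these data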;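 further: peak over basal fluorescence ratio from a 100 s FLIPR kinetic read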
# Target sequence (P30559 whole entry, looked up): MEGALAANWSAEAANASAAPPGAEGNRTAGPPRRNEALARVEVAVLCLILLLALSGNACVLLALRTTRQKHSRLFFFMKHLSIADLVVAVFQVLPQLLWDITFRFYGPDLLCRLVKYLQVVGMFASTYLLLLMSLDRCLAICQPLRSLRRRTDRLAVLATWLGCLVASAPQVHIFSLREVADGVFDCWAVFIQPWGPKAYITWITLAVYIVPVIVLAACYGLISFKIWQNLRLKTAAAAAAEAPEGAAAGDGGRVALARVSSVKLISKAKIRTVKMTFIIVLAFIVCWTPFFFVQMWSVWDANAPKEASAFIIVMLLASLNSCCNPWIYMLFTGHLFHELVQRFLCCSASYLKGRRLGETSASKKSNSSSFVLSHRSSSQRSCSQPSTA
# PHOSPHO1 block: PubChem AID 1565; Phosphoethanolamine/phosphocholine phosphatase (Homo sapiens), Q8TCT1; hit rate 1.1% among 290,000; inhibition, % at 13.3 µM; recombinant PHOSPHO1, absorbance phosphatase assay; in the data active means inhibition above about 60%
# Target sequence (Q8TCT1 whole entry, looked up): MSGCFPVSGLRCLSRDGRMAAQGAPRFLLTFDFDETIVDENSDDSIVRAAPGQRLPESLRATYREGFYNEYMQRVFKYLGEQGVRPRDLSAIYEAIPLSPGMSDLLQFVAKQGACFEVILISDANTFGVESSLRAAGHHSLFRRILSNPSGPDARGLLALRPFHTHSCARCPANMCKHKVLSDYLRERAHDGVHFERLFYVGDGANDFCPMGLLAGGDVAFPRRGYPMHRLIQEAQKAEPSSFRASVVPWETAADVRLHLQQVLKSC
# NALP1 inh: NALP1 inflammasome inhibitors in reconstituted yeast, colorimetric, S. cerevisiae, triplicate retest. S. cerevisiae NALP1/ASC/caspase-1 growth, X-gal OD620, 72 h. inhibition, % at 10 µM. hit rate 0.61% among 280,000; in the data active means inhibition mostly above about 24%, no sharp cut-off; inactive means mostly below about 32%; further: some compounds called inactive have numbers as strong as hits
# GPR7 antagonist: GPR7 receptor antagonists, primary screen, cell-based, fluorescence, single concentration; Neuropeptides B/W receptor type 1 (Homo sapiens), P48145; inhibition, % at 4.4 µM; hit rate 1.1% among 290,000; GPR7-expressing cells, fluorescence antagonist assay; in the data active means inhibition above about 16%, passing the limit was not always enough;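 further: cells stimulated with the agonist NPW; 0% = agonist with vehicle and 100% = vehicle without agonist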
# Target sequence (P48145 whole entry, looked up): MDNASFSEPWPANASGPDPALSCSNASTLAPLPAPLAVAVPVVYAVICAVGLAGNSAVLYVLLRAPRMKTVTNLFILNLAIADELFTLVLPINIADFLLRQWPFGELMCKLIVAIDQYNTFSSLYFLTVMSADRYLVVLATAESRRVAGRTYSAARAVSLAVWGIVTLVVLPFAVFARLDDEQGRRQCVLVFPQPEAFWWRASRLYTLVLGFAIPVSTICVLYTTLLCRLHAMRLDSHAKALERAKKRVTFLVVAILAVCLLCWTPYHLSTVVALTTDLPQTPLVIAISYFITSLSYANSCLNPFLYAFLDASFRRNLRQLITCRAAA
# Starred values were filed as active, the others as inactive; . = not tested or not shown. Rows are unselected; overall some 6.2% were active at least once.
# The opening 4 compounds (preview)
SMILES,MEKK2 mut-MEK5,MEKK2 WT-MEK5,MEKK3 PB1 HTS,FID counter,PfM18AAP inh,OXTR ag,PHOSPHO1 block,NALP1 inh,GPR7 antagonist
Cc1nc2cc3sc(C)nc3cc2s1,-10,88,96,4,3,-0.9,-22,-4,-12
CC1=C/C(=N\S(=O)(=O)c2ccccc2)C(C(C)C)=CC1=O,-4,89,95,0,-85,1.5,39,8,-15
CC(CNCC1CCCO1)COc1ccccc1 (stereo unspecified),4,104,104,6,8,0.2,15,-12,-6
FC(F)(F)c1cc(C(F)(F)F)c2ccc(Oc3ccccc3)nc2n1,5,104,104,-1,0,-1.6,12,-4,-11

# The list itself, from the start:
SMILES,MEKK2 mut-MEK5,MEKK2 WT-MEK5,MEKK3 PB1 HTS,FID counter,PfM18AAP inh,OXTR ag,PHOSPHO1 block,NALP1 inh,GPR7 antagonist
Cc1nc2cc3sc(C)nc3cc2s1,-10,88,96,4,3,-0.9,-22,-4,-12
CC1=C/C(=N\S(=O)(=O)c2ccccc2)C(C(C)C)=CC1=O,-4,89,95,0,-85,1.5,39,8,-15
CC(CNCC1CCCO1)COc1ccccc1 (stereo unspecified),4,104,104,6,8,0.2,15,-12,-6
FC(F)(F)c1cc(C(F)(F)F)c2ccc(Oc3ccccc3)nc2n1,5,104,104,-1,0,-1.6,12,-4,-11
CC(C)(C#CC(O)(c1ccccc1)c1ccccc1)N1CCCCC1,3,105,102,14,1,-0.7,-6,6,-2
O=C(Nc1ccccc1Cl)N1CCN(c2ccc3nnc(-c4ccccc4)n3n2)CC1,6,111,109,-12,3,-0.4,0,-28,-9
O=C(CC1NCCNC1=O)OCc1ccccc1 (stereo unspecified),9,112,103,-2,-1,0.5,-8,8,-11
CS(=O)(=O)Nc1nnc(CCc2ccccc2)s1,2,104,104,-3,-4,0.9,19,15,-13
O=C(NC(=S)N1CCN(C/C=C/c2ccccc2)CC1)c1cccnc1,1,95,99,-14,0,0.7,24,-21,5
O=C(Cn1nc2ccccc2n1)N/N=C/c1ccc(F)cc1,-23,95,93,-13,0,0.7,-83,.,-5
O=C(C1=NOC(CNc2ncc(C(F)(F)F)cc2Cl)C1)N1CCOCC1 (stereo unspecified),-4,97,98,-10,0,-0.1,29,11,-18
CCCCOC(=O)NCN1C(=O)C2C3C=CC(C3)C2C1=O (stereo unspecified),11,104,102,-3,-8,1.2,-10,6,10
Cc1cc(C)c2c(=O)[nH]c(SCC(=O)N(C)C)nc2n1,0,98,99,75*,-3,0.1,30,15,-7
CCOc1ccc(S(=O)(=O)c2c[nH]c3ccc(C)cc3c2=O)cc1,1,102,104,-15,-6,0.8,48,5,0
COc1ccc(NC(=S)NCCSc2ccc(C)cc2)c(OC)c1,2,97,97,-17,2,-1.6,.,.,-12
COc1ccc([N+](=O)[O-])cc1NC(=O)Cn1ccc(C(F)(F)F)n1,1,105,99,7,2,0.9,53,-7,-6
COCc1cccc(NC(=O)Cc2cccc3ccccc23)c1,-4,93,95,-12,4,-1.4,24,-7,-15
Cc1cc(N2CCN(C)CC2)nc2ccc(NC(=O)CCC(=O)NCCC3=CCCCC3)cc12,.,.,.,22,-7,-0.2,.,.,-3
CCCCNC(=S)N(Cc1ccco1)Cc1cc2cc3c(cc2[nH]c1=O)OCCO3,-2,87,97,-8,12,-1.9,-15,4,-3
Cc1cccc2cc(-c3nc4ccc(C(=O)O)cc4[nH]3)c(=O)oc12,6,112,108,-19,2,1.0,46,-3,-17
COc1ccc(CN(C(=O)Cn2nnc3ccccc32)C(C(=O)NC(C)(C)C)c2ccco2)cc1 (stereo unspecified),10,114,110,-6,8,-0.3,-28,0,-16
CCN(CC)C(=O)CSc1nc(O)cc(=O)n1-c1ccccc1OC,10,104,108,-50,6,0.2,-8,19,-3
CCc1c(O)nc(SCC(=O)Nc2ccccc2C)n(-c2ccc(C)cc2)c1=O,-3,97,96,-32,-2,0.0,40,-1,-16
C=CCn1c(Cc2ccc(OC)cc2)nnc1SCC(=O)NCCc1ccccc1,11,107,104,-32,3,0.2,-9,4,1
O=C(CCCCCNC(=O)c1ccccc1)N/N=C/c1ccccc1,3,103,102,-10,5,-2.3,-9,22,-2
O=C(c1cccc(S(=O)(=O)N2CCN(c3ccccc3)CC2)c1)N1CC=C(c2ccccc2)CC1,4,96,99,-28,1,0.4,29,-5,-10
Cc1ccc(CC(NC(=O)c2ccccc2)C(=O)NC(Cc2ccccc2)C(=O)O)cc1 (stereo unspecified),1,111,122,-55,-2,-0.2,11,-12,-8
O=C(NCc1ccccc1)c1cc(S(=O)(=O)N2CCOCC2)ccc1F,9,81,97,-4,15,-0.2,-18,8,9
O=C(O)CCC(=O)Nc1ccc(N=Nc2ccccc2)cc1,-5,98,99,-15,-3,.,48,3,-2
O=C(N/C(=C\c1cccc(Br)c1)C(=O)N1CCOCC1)c1ccco1,-4,96,97,-15,-12,1.0,0,18,-16
NC1=NC(=O)S/C1=C\c1ccc(F)cc1,-2,105,110,-2,0,1.7,5,27,-7
O=C(Nc1nc2ccc(F)cc2s1)c1cccs1,-1,103,112,-1,1,-0.1,12,7,-7
O=C(CSC1=NC(=O)C(c2ccccc2)C(=O)N1)Nc1ccccc1[N+](=O)[O-] (stereo unspecified),-2,97,102,-3,2,-1.2,8,-3,-6
O=C(NCc1cccnc1)c1ccccc1Br,7,108,105,3,3,0.8,10,14,-15
CC1Cc2ccccc2N1C(=O)CSc1nnnn1Cc1ccccc1 (stereo unspecified),13,105,99,-19,5,0.4,-3,1,-4
CCCNc1cc(=S)nc(N)[nH]1,0,104,107,2,17,0.1,-83,3,-5
COc1ccc(NS(=O)(=O)c2ccc3c(c2)NC(=O)C(C)S3)cc1 (stereo unspecified),2,100,104,-16,2,7.7,17,15,-5
O=[N+]([O-])c1cc(Cl)cc(C2=NCCN2)c1,0,109,99,4,9,-0.1,15,20,-7
O=C(NCc1nnc(SCC(=O)N2CCC(Cc3ccccc3)CC2)o1)c1ccccc1F,11,106,105,-19,-2,1.8,-14,22,-3
Cc1ccc(OCC(=O)NCc2cccs2)c([N+](=O)[O-])n1,-2,99,101,-2,-15,0.5,21,-22,-16
CCOc1cc(C(=O)Nc2cc3c(cc2N2CCCC2)n(C)c(=O)n3C)cc(OCC)c1OCC,-6,91,97,-29,21,-2.1,13,24,-13
CCC1CCCCN1Cc1c(O)ccc2c(=O)c(-c3ccccc3)coc12 (stereo unspecified),8,111,107,2,-1,-0.4,14,15,-10
COc1ccc(Cc2nnc(SCC(=O)c3ccc(OC)cc3)o2)cc1,2,99,102,-12,-6,3.5,-28,-7,-16
Cc1cc(NS(=O)(=O)c2cccc([N+](=O)[O-])c2)no1,6,109,101,1,3,-0.7,29,5,-22
CNC(=O)COC(=O)c1ccc2c(c1)NC(=O)C1CCCN21 (stereo unspecified),4,99,100,-15,-2,0.2,18,8,-5
Cc1cc(Nc2ccc(Cl)cc2)n2nnnc2n1,.,.,.,-3,10,-1.0,-16,6,4
Cc1ccc(OS(=O)Nc2cccc3nccnc23)cc1 (stereo unspecified),10,108,109,-3,1,0.2,-6,10,-15
NC(=O)c1ccccc1NS(=O)(=O)c1ccc2c(c1)OCCO2,1,101,101,1,-1,1.7,-38,16,-4
COc1cc2c(cc1O)CC[n+]1cc3c(OC)c(OC)ccc3cc1-2,2,97,98,4,6,0.2,-4,12,6
COc1ccc(CCNC(=O)C/C(C)=N/NC(=O)c2ccc(N)cc2)cc1OC,10,105,105,-11,-18,0.1,18,33,-13
Cc1ccc2c(c1)NC(=O)C(CC(=O)N(C)Cc1ccccc1)O2 (stereo unspecified),0,99,99,-30,8,-2.7,9,-6,-13
CCc1ccc(N2CCN(C(=O)N3CCOCC3)CC2)cc1,-23,76,75,-18,-11,1.0,-13,6,10
COCC(=O)OC/C(O)=C(\C#N)c1nc2ccccc2[nH]1,-3,91,94,-6,-8,0.0,1,8,-8
Cc1ccc(C)c(N2CCN(c3nc4ccccc4c(=O)n3Cc3ccccc3)CC2)c1,5,101,108,-2,-2,-0.4,13,-9,-2
O/C(=C\Sc1nnc(Cc2ccccc2)o1)c1ccc(Br)cc1,-7,83,83,-5,-1,5.2,-2,-3,5
COc1ccc(-c2ccc(Nc3ccc(C(=O)N4CCOCC4)cc3)nn2)cc1OC,4,100,97,-35,12,-0.1,5,18,-11
CCCCCC(=O)N(CN1C(=O)CCC1=O)c1ccccc1,0,98,88,-7,7,-0.2,-8,-10,-1
CCCN1CCC(=NNc2ccc(S(=O)(=O)N3CCOCC3)cc2[N+](=O)[O-])CC1,-1,93,93,2,10,0.3,2,34,-9
O=C1CSc2ccc(S(=O)(=O)NCc3ccc(Cl)cc3)cc2N1,0,95,96,-9,-1,-0.6,27,12,-1
CC1Cc2ccccc2N1C(=S)Nc1cccc(S(=O)(=O)N(C)C)c1 (stereo unspecified),3,103,108,6,3,-0.1,-108,4,-7
# (cont.)
SMILES,MEKK2 mut-MEK5,MEKK2 WT-MEK5,MEKK3 PB1 HTS,FID counter,PfM18AAP inh,OXTR ag,PHOSPHO1 block,NALP1 inh,GPR7 antagonist
CCCCc1cc(=O)oc2c(C)c(OCC(=O)NCc3ccccn3)ccc12,1,102,99,-17,6,0.4,12,2,-9
CCCCN1C(=O)C(=O)N(CC(=O)NC2CCCc3ccccc32)C1=O (stereo unspecified),-2,94,103,-9,-5,1.7,44,1,-10
CN(CCOc1ccc(-c2ccn(S(=O)(=O)c3c(Cl)cccc3Cl)n2)cc1)c1ccccn1,-6,97,100,-3,1,-0.7,18,-10,-2
COc1cccc(C(=O)C2CCCN(Cc3cn[nH]c3C3CCCCC3)C2)c1 (stereo unspecified),0,92,95,1,-4,1.9,41,11,3
O=C(CSc1nc2ccsc2c(=O)n1Cc1ccc(C(=O)O)cc1)NCc1ccco1,-3,97,97,-36,13,-0.4,5,18,1
O=c1c2ccc(Cl)cc2[nH]c(=S)n1Cc1cccnc1,.,.,.,-1,6,2.4,-143,3,-1
COc1ccc(NC(=O)c2coc3ccccc23)cc1OC,10,101,99,-11,3,0.9,24,7,1
OC(COc1ccc2c(c1)CCC2)CN1CCN(c2ccccc2F)CC1 (stereo unspecified),6,109,107,-1,5,1.7,11,49,-6
O=C(c1cc2cc(F)ccc2[nH]1)N1CCCC(Nc2ccc(F)cc2)C1 (stereo unspecified),2,100,99,-17,5,1.7,8,22,2
Cc1ccc(-c2nn(-c3ccccc3)cc2C=C2C(=O)CC(C)(C)CC2=O)cc1,-3,95,104,-2,-2,-1.7,2,2,-11
Cn1c(=O)c2c(nc(N3CCN(Cc4ccccc4)CC3)n2CCCc2ccccc2)n(C)c1=O,4,106,101,-26,-7,-2.0,3,5,-16
CC(C)Oc1ccc(OCCn2c(S(=O)(=O)O)nc3c(N)ncnc32)cc1,0,104,107,-5,-13,.,6,13,4
C/C(=N/NC(=O)c1cc(-c2ccccc2)nc2c(Cl)cccc12)c1cccnc1,-4,91,100,-13,4,.,41,11,-13
Nc1nonc1C(=O)NCCNC(=O)c1cccs1,1,106,104,-2,-7,1.5,-7,19,-6

# Screening results as filed in PubChem.
